aGal spleen mod: alpha-galactosidase A (human) modulation. P06280. human spleen homogenate, 4MU-alpha-Gal fluorescence, 40 min. Potency, µM (doses to about 80 µM), for inactives: top-dose activity change, negative = inhibition, actives largely listed as inhibitors. 0.008% of 240,000 active;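 further: 0% = enzyme with vehicle and -100% = no enzyme basal signal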
Target sequence (P06280 32-429 limits assumed): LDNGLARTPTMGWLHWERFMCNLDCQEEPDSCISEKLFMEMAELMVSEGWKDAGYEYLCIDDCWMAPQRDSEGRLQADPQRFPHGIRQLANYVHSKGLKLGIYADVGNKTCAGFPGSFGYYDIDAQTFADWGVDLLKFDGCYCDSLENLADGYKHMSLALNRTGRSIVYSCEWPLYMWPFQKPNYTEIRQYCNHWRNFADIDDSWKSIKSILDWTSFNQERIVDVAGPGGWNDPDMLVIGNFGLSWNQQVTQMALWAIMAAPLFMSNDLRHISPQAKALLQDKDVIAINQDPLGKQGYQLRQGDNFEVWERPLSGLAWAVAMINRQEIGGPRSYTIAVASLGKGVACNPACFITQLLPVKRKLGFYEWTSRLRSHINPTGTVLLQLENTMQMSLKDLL
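Human spleen homogenate (1 ug) as enzyme source, 4-methylumbelliferyl-alpha-D-galactopyranoside 1 mM final, citrate/phosphate pH 5.0 with 0.01% Tween-20. Compounds 40 min at 37C, NaOH/glycine stop; fluorescence Ex 365/Em 440, Hill-fit AC50.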
ALDH1A1 block: ALDH1A1 (human) enzyme inhibition; AID 1030; 7.3% of 220,000 active; P00352; Purified ALDH1A1, NADH fluorescence, propionaldehyde substrate; Potency, µM (top dose mostly 75.3 µM), for the others: at the top dose activity, negative = inhibition, usual class: inhibitors; active means well fitted inhibition curve with a large enough effect, not every such curve was filed as active; inconclusive means small, poorly fitted or top-dose-only effect, or another doubt; inactive means no such curve, though single readings can be large or run the other way;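 further: plate controls were no enzyme wells and a reference inhibitor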
GAA glycogen: inhibitors or activators of human alpha-glucosidase glycogen cleavage; P10253; recombinant GAA, glycogen substrate, Amplex Red glucose oxidase fluorescence; Potency, µM (series often up to 76.4 µM), for the others: at the top dose activity change, negative = inhibition, usual class: inhibitors; 0.38% of 300,000 active;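 further: 0% = full enzyme reaction and -100% = no-enzyme basal signal; the screen sought inhibitors and activators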
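Recombinant enzyme (4 nM final) with compounds titrated up to 77 uM and bovine liver glycogen (30 ug) in citrate pH 5.0, 0.01% Tween-20, 37 C 40 min. Released glucose detected by Amplex Red/glucose oxidase (Ex 573/Em 610); AC50 from Hill fits.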
KDM4E inh: inhibitors of human JMJD2E histone demethylase. B2RXH2. JMJD2E catalytic domain, FDH-coupled NADH fluorescence (FDH is formaldehyde dehydrogenase). Potency, µM (series often up to 57.1 µM), for the others: at the highest dose activity change, negative = inhibition, hits mostly inhibitors. 1.6% of 230,000 active; active means well fitted inhibition curve with a large enough effect, not every such curve was filed as active; inconclusive means small, poorly fitted or top-dose-only effect, or another doubt; inactive means no such curve, though single readings can be large or run the other way;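 further: 0% = wells with enzyme and -100% = buffer wells without enzyme; nearly all actives have a fitted effect of over 50% in size; many of its hits are not listed in these tables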
Target sequence (B2RXH2 1-337 limits assumed): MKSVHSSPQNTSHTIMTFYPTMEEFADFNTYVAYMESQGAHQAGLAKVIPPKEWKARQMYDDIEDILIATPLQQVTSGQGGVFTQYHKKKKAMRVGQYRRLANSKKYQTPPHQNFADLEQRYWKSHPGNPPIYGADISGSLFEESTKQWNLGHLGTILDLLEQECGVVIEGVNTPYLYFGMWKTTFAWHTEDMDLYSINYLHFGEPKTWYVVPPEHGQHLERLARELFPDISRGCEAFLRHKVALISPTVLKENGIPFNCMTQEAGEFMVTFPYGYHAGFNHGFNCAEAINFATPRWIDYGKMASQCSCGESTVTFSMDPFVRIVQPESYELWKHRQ
GoLoco inh red: inhibitors of human Gai1-RGS12 GoLoco interaction (red fluorophore); P63096; Gai1:RGS12 GoLoco peptide FP, rhodamine, 10 min; Potency, µM (titrated, usually from 61.6 µM), for inactives: at the highest dose activity, negative = inhibition, actives largely listed as inhibitors; 0.44% of 230,000 active; AID 880; active means well fitted inhibition curve with a large enough effect, not every such curve was filed as active; inactive means no such curve, though single readings can be large or run the other way; further: on the % scale 0 is the no-effect control and ±100 the full control effect; nearly all actives have a fitted effect of over 30% in size; many of its hits are not listed in these tables
Target sequence (P63096 whole entry, looked up): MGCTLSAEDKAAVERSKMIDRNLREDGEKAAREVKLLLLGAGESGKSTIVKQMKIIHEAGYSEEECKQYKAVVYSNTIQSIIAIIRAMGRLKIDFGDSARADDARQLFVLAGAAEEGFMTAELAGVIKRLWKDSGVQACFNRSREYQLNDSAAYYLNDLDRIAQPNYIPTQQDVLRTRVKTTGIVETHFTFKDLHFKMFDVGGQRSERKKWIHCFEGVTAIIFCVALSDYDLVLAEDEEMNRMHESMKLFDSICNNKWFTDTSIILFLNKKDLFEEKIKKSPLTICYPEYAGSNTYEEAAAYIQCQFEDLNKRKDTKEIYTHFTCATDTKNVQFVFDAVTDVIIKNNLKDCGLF
SMN2 splice up: enhancers of SMN2 splice variant expression. 2.8% of 210,000 active. HEK293 SMN2-luciferase splicing reporter, luminescence, 30-36 h. Potency, µM (highest dose often 46.1 µM), without a hit: top-dose activity change, positive = activation, usual class: activators. AID 1458; further: % of control where 0% means no effect; nearly all actives have a fitted effect of over 55% in size
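HEK293 cells carry an SMN2 minigene-luciferase reporter in which exon 7 inclusion puts luciferase in frame. Cells were seeded at 2000 cells/well, attached for 10-12 hours, then exposed to compounds for 30-36 hours at 37C before ONE-Glo luminescence.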
GAA inh: blocks human lysosomal alpha-glucosidase; P10253; purified human GAA, 4-MU-alpha-glucoside fluorescence; Potency, µM (titrated, usually from 76.9 µM), without a hit: at the top dose activity change, negative = inhibition, actives largely listed as inhibitors; 0.005% of 200,000 active;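 further: plate controls were uninhibited enzyme wells for no effect and no-enzyme background for full effect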
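Fluorescence at Ex 365/Em 440 nm from 4-methylumbelliferone reported enzyme activity after 20 min at room temperature. Reactions used 4 nM enzyme and 400 uM substrate at pH 5.0; curves fitted with the Hill equation.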
aGlu spleen mod: inhibitors or activators of human alpha-glucosidase in spleen homogenate. P10253. human spleen homogenate, 4-MU-alpha-glucoside fluorescence. Potency, µM (highest dose often 79.9 µM), for inactives: top-dose activity change, negative = inhibition, actives largely listed as inhibitors. 0.006% of 240,000 active. AID 2112;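 further: 0% = enzyme with vehicle and -100% = no enzyme basal signal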
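AC50 values come from Hill-equation fits of concentration-response data, normalized to no-enzyme and full-activity controls. Enzyme source: 1 ug human spleen homogenate; 1 mM fluorogenic 4-MU glucoside, pH 5.0 citrate buffer, 37 C, 40 min.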
* hit, by the source's call; ? = inconclusive; nt = no result given; & = joins results of further samples; [ ] = remark or other dose. Unless noted, the call rests on the fitted dose curve; in most records, active means well fitted curve in the direction sought with a large enough effect; inconclusive means small, poorly fitted or top-dose-only effect, or another doubt; inactive means no such curve, though single readings can be large; an effect the other way counts as inactive or inconclusive. Potency means the concentration at half of the fitted maximal effect.

SMILES	aGal spleen mod	ALDH1A1 block	GAA glycogen	KDM4E inh	GoLoco inh red	SMN2 splice up	GAA inh	aGlu spleen mod
FC(F)(F)c1ccc(-c2nc(=S)[nH][nH]2)cc1	6%	nt	-27%	-1%	2%	nt	nt	10%
Fc1ccc(/C=N/c2c(-c3ccc(F)cc3)nc3n2CCS3)cc1	-21%	-7%	-25%	5%	-1%	7%	-1%	3%
Cc1ccccc1NC(=S)NNC(=O)c1csc2c1CCC(C)C2 (stereo unspecified)	-12%	20µM*	?	6%	8%	18%	?	-7%
COCC1CCN(Cc2nc(-c3cccs3)no2)C1 (stereo unspecified)	-3%	28µM*	0%	1%	-2%	nt	3%	-1%
COc1ccc(CCn2c(=O)[nH]c3cc(C(=O)N4CCN(c5ccccn5)CC4)ccc3c2=O)cc1OC	4%	0%	-6%	1%	8%	-15%	1%	3%
CCc1ccc(N2C(=O)C3NN=C(C(=O)OCc4ccccc4)C3C2=O)cc1 (stereo unspecified)	6%	5%	-3%	7%	13%	2%	-1%	7%
O=C(Nc1cccc2ccccc12)N1CCOCC1	0%	?	-6%	?	-10%	-4%	8%	0%
CCN1CCCC1CNCc1cccc(OC)c1OCc1ccccc1F (stereo unspecified)	-6%	-1%	3%	26%	-1%	6%	0%	-5%
O=C(Nc1ccc(F)cc1F)C1(c2cccs2)CCOCC1	-1%	6%	3%	10%	3%	4%	3%	nt
CCCNc1nc2c(c(=O)n(C)c(=O)n2C)n1CCC(C)C	-12%	4%	2%	1%	4%	-57%[inhibitor]	3%	-6%
COc1ccccc1-c1c(C(F)(F)F)oc2cc(OCC(=O)Nc3cc(C)ccc3C)ccc2c1=O	7%	20%	-1%	4%	nt	nt	1%	2%
CC(=O)N1CCC(O)(c2cccc(C(F)(F)F)c2)CC1	5%	4%	8%	0%	nt	nt	5%	2%
CCOC(=O)c1cnc2ccccc2c1Nc1cccc(C(=O)O)c1	-11%	?	6%	?	2%	-12%	-3%	-3%
COc1ccc(NC(=O)CC2SC3=NCCN3C2=O)cc1 (stereo unspecified)	-4%	-26%	-3%	-16%	18%	-13%	8%	-6%
COc1ccc(CC(=O)Nc2cccc(C)n2)cc1OC	-2%	-1%	-3%	6%	8%	-29%	-2%	2%
COc1ccc(C(=O)N2CCN(C(=O)c3ccncc3)CC2)cc1	5%	9%	11%	7%	1%	8%	?	-4%
C=CCn1c(-c2cccc3ccccc23)n[nH]c1=S	6%	5%	-8%	-11%	15%	-25%	-2%	5%
O=C(COC(=O)CNC(=O)c1ccc(Cl)cc1)Nc1ccc2c(c1)OCCO2	-15%	?	-7%	5%	0%	3%	7%	-10%
COc1ccc(CCNC(=O)Cn2nnc(-c3cccc(OC)c3OC)n2)cc1OC	-7%	12%	-2%	-1%	1%	2%	-1%	0%
CCNc1nc(Oc2ccc(C(=O)OCC)cc2)nc(SC)n1	-11%	1%	0%	-2%	8%	-27%	-15%	-10%
O=C(Nc1ccc(SC(F)(F)F)cc1)c1ccccn1	-8%	-1%	9%	-3%	-1%	2.2µM*	-5%	-5%
CCOC(=O)Cc1csc(NC(=O)CN2C(=O)c3ccccc3C2=O)n1	-2%	nt	2%	4%	10%	nt	nt	2%
O=S(=O)(/C=C/c1ccccc1)NCc1ccccc1Cl	5%	6%	-3%	3%	8%	21%	-2%	4%
Cc1ccc(SCc2cn3c(C)cc(C)nc3n2)cc1	-2%	nt	-1%	?	8%	nt	nt	-1%
Cc1ccc(-n2nnc3c(=O)n(CC(=O)OCc4ccccc4)cnc32)cc1	8%	-7%	0%	-9%	6%	1%	-7%	-25%

Single records, as listed above. Values in the order: aGal spleen mod | ALDH1A1 block | GAA glycogen | KDM4E inh | GoLoco inh red | SMN2 splice up | GAA inh | aGlu spleen mod
`CCNc1nc(Oc2ccc(C(=O)OCC)cc2)nc(SC)n1` is entered as -11% | 1% | 0% | -2% | 8% | -27% | -15% | -10%
`O=S(=O)(/C=C/c1ccccc1)NCc1ccccc1Cl` is entered as 5% | 6% | -3% | 3% | 8% | 21% | -2% | 4%

The listing picks up with the three entries that preceded the break.
SMILES	aGal spleen mod	ALDH1A1 block	GAA glycogen	KDM4E inh	GoLoco inh red	SMN2 splice up	GAA inh	aGlu spleen mod
O=S(=O)(/C=C/c1ccccc1)NCc1ccccc1Cl	5%	6%	-3%	3%	8%	21%	-2%	4%
Cc1ccc(SCc2cn3c(C)cc(C)nc3n2)cc1	-2%	nt	-1%	?	8%	nt	nt	-1%
Cc1ccc(-n2nnc3c(=O)n(CC(=O)OCc4ccccc4)cnc32)cc1	8%	-7%	0%	-9%	6%	1%	-7%	-25%
COc1cc(NC(=O)CCC2CCCC2)cc(-n2cnnn2)c1	2%	-4%	6%	-5%	-6%	4%	-6%	-3%
CCSc1ccc(C(=O)Nc2ccc(Br)cn2)cc1[N+](=O)[O-]	-1%	-3%	8%	-2%	-19%	-51%[inhibitor]	3%	3%
O=C1c2ccccc2C(=O)N1OCc1ccc(Cl)cc1	7%	4%	7%	9%	-3%	-5%	-11%	0%
O=C(COC(=O)c1cnc(Cl)c(Cl)c1)NCc1cccs1	9%	20µM*	1%	0%	-2%	-1%	4%	11%
COC(=O)c1ccc(C23CC4(C2)[C@H](CN(Cc2cccnc2)[C@@H]4c2ccccc2)C3c2ccc(Cl)nc2)cc1 (stereo partly specified)	-5%&7%	5%	-4%	0%&-9%	4%&7%	-25%	nt	-1%&3%
Oc1ccc(-c2nnc(SCC3CCCCC3)o2)cc1	-5%	-3%	5%	-4%	7%	?	2%	1%
O=C(O)c1ccc(NS(=O)(=O)c2ccc3c(c2)OCCO3)cc1	3%	1%	-1%	3%	-8%	-2%	-6%	-2%
Cc1ccc(OCC(=O)N(C)CCc2ccccn2)cc1	-3%	4%	-6%	-8%	-2%	10%	-6%	-10%
COc1ccc(-n2c(C)cc(C=O)c2C)cc1Cl	-3%	1µM*	-1%	-8%	12%	-20%	3%	-10%
O=c1[nH]c(=S)[nH]c2c1C(c1cc([N+](=O)[O-])c(N3CCOCC3)cc1N1CCOCC1)O2 (stereo unspecified)	11%	?	-1%	2%	4%	7%	-2%	2%
c1ccn(-c2ncnc3sc4c(c23)CCCC4)c1	-1%	?	1%	1%	0%	0%	-6%	-5%
Cc1noc(C)c1C(=O)OCC(=O)c1c(N)n(CC(C)C)c(=O)n(C)c1=O	8%	11%	2%	5%	-7%	-12%	-2%	-18%
O=C(/C=C/c1ccc(Cl)cc1)N1CCN(c2ccccc2[N+](=O)[O-])CC1	-8%	-1%	1%	-7%	1%	-39%	-4%	2%
O=C(Nc1ccon1)c1ccc(S(=O)(=O)N2CCCCCC2)cc1	5%	-8%	1%	-4%	10%	-12%	-4%	14%
N#CC(C(=O)Nc1ccc(Cl)cc1)=C1Nc2ccccc2N1	15%	4%	-2%	-2%	-6%	-17%	-5%	8%
Cc1ccc[n+](-c2nc3ccccc3nc2C(=C=[N-])C#N)c1	3%&-3%	-4%	2%&-2%	-7%&3%	24%&5%	?	-4%	-2%&-10%
CCc1ccccc1NC(=O)c1ccc(CN2CCC(Cc3ccccc3)CC2)cc1	-3%	7%	0%	4%	8%	-49%[inhibitor]	-14%	-10%
Cc1c(C(=O)C(=O)NCC2CCCO2)c2ccccc2n1C (stereo unspecified)	-8%	-2%	22%	15%	-4%	5%	-12%	-5%
Cc1ccccc1C(=O)Nc1sc(C)c(C)c1C(=O)c1ccccc1	1%	?	-5%	3%	-14%	-19%	-12%	-1%
Cc1sc(NC(=O)Cc2ccc3c(c2)OCO3)nc1-c1ccc2c(c1)CCN2C(=O)c1ccc(F)cc1	7%	?	-3%	-21%	4%	-64%[inhibitor]	2%	-2%
CC(C)CC(NC(=O)C(NC(=O)C1OC2OC(C)(C)OC2C2OC(C)(C)OC12)C(C)C)C(=O)O (stereo unspecified)	-13%	3%	-5%	6%	7%	nt	-5%	1%
Cc1ccc(N2C(=O)N(CC(=O)NC(N)=O)C(=O)C2C)cc1 (stereo unspecified)	4%	-8%	-4%	8%	3%	29%	-5%	-5%
O=C(O)C1CCN(C(=O)c2ccco2)CC1	-10%	-12%	3%	-1%	5%	5%	-1%	0%
OC(CNCC(c1ccco1)N1CCCCC1)c1ccccc1 (stereo unspecified)	-1%	18µM*	1%	?	-15%	8%	-4%	0%
O=C(c1ccco1)N1CCN(c2ccccc2F)CC1	3%	?	nt	-1%	3%	-2%	1%	5%
Next section:
SMILES	aGal spleen mod	ALDH1A1 block	GAA glycogen	KDM4E inh	GoLoco inh red	SMN2 splice up	GAA inh	aGlu spleen mod
Cc1ccc(C)c(C(=O)CN2C(=O)NC3(CCCCCCC3)C2=O)c1	-5%	-2%	5%	7%	10%	-8%	-2%	0%
CN(C)S(=O)(=O)c1cccc(N=C2SCCN2Cc2ccccc2)c1	-3%	nt	-4%	-5%	7%	nt	nt	-1%
COc1cc2[nH]c(=S)nc(NCCC(C)C)c2cc1OC	-4%	?	-4%	?	5%	2%	0%	nt
CNCCCCCCCCSc1nc(C(C)C)ccc1C(=O)c1cccs1	-5%	?	nt	?	1%	nt	nt	6%
Cn1c(=O)c2c(nc(CN3CCN(Cc4ccccc4)CC3)n2Cc2ccc(F)cc2)n(C)c1=O	-2%	7%	-13%	1%	0%	-9%	-3%	-1%
COc1ccccc1NC(=O)c1ccc(-c2nn(C)c(=O)c3ccccc23)cc1	1%	6%	-12%	-3%	8%	nt	-3%	7%
O=C(O)c1nnn(-c2ccc([N+](=O)[O-])cc2)c1-c1ccccc1	-4%	-2%	-1%	?	6%	nt	-2%	6%
CC(C)[C@@H](CC(=O)N[C@@H]1CCNC[C@H]1C(=O)N[C@H](CC(=O)N[C@@H](CCC(=O)O)CC(=O)O)Cc1c[nH]c2ccccc12)NC(=O)C[C@H](CO)NC(=O)[C@@H]1CCCC[C@H]1N	3%	?	nt	6%	-2%	12%	nt	6%
CCCCNC(=O)C(=O)N/N=C/c1ccc(OCc2ccccc2)cc1	-8%	10%	5%	1%	-4%	4%	1%	-15%
Cc1cccc(NC(=O)C2CCCN(S(=O)(=O)c3cccc4nonc34)C2)c1 (stereo unspecified)	15%	1%	0%	-10%	7%	3%&-7%	0%	10%
COC(=O)c1ccc(C(C(=O)NCc2ccccc2)N(Cc2cccs2)C(=O)c2cnccn2)cc1 (stereo unspecified)	6%	2%	1%	2%	1%	5%	1%	-22%

The list is partial, so the mix of outcomes need not match the whole.
